Screens (PubChem BioAssay)
MrgX1 agonist: agonists of human MrgX1 receptor; MrgX1-HEK293 cells, Fluo-4 calcium fluorescence, agonist mode; active compounds read high; 310,000 tested, 0.44% active; B-score at 10 µM; Q96LB2; AID 588627;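 active = calcium response B-score plate-corrected fluorescence ratio at least 3 library SD, with starting fluorescence B-score inside 5 SD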
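Test system: HEK293 cells stably expressing human MrgX1 receptor; amount: 15,000 cells per well; doses: compound delivered in addition one of three; times: overnight plating before 1 h dye loading; detection: Fluo-4 NW calcium-flux fluorescence, kinetic read; read-out basis: B-scored fluorescence response ratio; controls: positive and negative controls per plate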
MrgX1 allo act: human MrgX1 positive allosteric modulation, primary screen; Q96LB2; MrgX1-HEK293, Fluo-4 calcium flux, FDSS; active compounds read high; B-score at 10 µM; 310,000 tested, 0.63% active; AID 588675;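 active = plate-corrected calcium response at least 3 library SD above typical, normal starting fluorescence, not activating the receptor alone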;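 also: compound read alongside a low EC10 to EC30 dose of BAM8-22 agonist; peak minus trough fluorescence over baseline measured at the second addition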
TRPC4 potent: allosteric potentiators of mouse TRPC4 channel. Q9QUQ5. HEK293 TRPC4beta/mu-opioid, DAMGO EC20, Fluo-4 Ca2+ flux; active compounds read high. B-score at 10 µM. 310,000 tested, 0.42% active. AID 2227;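 active = B-score of calcium response area above 5 SD of library B-scores, with initial fluorescence ratio within 5 SD of library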;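 also: B-score of integrated fluorescence ratio over time as area under calcium response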
MrgX1 antag: blocks BAM8-22 activation of human MrgX1 receptor | MRGX1-HEK293 calcium flux, Fluo-4, BAM8-22 antagonism; active compounds read low | B-score at 10 µM | 310,000 tested, 1.3% active;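 active = calcium-response B-score plate-corrected more than 3 library SD below zero, starting fluorescence within 5 deviations, no agonist response on first addition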;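 also: peak minus trough fluorescence over baseline after final BAM8-22 challenge near maximal dose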
TMEM16A act: activators or potentiators of mouse TMEM16A chloride channel | Q8BHY3 | HEK293 TMEM16A/YFP-H148Q/I152L, iodide quench fluorescence; active compounds read low | 340,000 tested, 0.3% active | B-score at 10 µM | AID 623877;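 active = fluorescence-ratio B-score plate-corrected deviation score at least 3 library SD below zero, with starting fluorescence score within 5 deviations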;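 also: channel opened by trigger with iodide after compound preincubation; score built on the fluorescence ratio of max minus min over baseline; more negative score means more quench and so TMEM16A activation or potentiation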
Target sequence (Q8BHY3 whole entry, looked up): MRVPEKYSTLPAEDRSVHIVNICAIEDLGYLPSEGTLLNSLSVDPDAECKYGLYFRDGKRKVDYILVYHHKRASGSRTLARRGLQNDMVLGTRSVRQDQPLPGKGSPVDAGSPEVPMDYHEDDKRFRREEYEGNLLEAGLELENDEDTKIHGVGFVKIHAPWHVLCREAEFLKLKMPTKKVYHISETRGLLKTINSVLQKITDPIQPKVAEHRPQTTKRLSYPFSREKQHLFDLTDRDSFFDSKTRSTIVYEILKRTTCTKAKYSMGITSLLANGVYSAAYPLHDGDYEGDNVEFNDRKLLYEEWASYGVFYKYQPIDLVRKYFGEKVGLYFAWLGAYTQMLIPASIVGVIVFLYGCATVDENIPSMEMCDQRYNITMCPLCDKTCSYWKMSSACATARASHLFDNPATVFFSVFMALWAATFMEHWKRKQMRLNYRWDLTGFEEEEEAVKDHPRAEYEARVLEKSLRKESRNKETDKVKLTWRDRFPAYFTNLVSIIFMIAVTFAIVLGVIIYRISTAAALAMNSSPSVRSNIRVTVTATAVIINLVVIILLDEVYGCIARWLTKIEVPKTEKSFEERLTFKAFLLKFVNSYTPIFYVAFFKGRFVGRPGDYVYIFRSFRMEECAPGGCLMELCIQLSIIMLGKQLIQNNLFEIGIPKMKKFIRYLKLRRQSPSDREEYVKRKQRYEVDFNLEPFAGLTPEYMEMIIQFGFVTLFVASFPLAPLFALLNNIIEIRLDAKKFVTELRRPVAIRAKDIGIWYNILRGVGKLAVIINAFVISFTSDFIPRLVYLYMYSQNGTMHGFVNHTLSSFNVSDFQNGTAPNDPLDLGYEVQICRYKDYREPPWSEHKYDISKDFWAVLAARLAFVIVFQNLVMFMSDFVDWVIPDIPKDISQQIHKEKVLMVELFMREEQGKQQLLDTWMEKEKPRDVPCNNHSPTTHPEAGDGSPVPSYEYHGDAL
SKKanGAS inh: blocks kanamycin growth of S. pyogenes SKKanGAS strain; BacTiter-Glo, 6 h; inhibition, % at 7.5 µM; 300,000 tested, 1.3% active;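 active = mean replicate score, as percent of positive control median, at least 50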;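 also: strain carries kanamycin resistance gene driven by streptokinase promoter and grows in 40 µg/ml kanamycin; loss of luminescence reflects streptokinase promoter inhibition or plain growth inhibition; 0% = median of DMSO wells and 100% = positive control at its reference dose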
TRPC4 act: opens the mouse TRPC4 cation channel; Q9QUQ5; HEK293 TRPC4beta/mu-opioid, Fluo4 calcium fluorescence; active compounds read high; B-score at 10 µM; 310,000 tested, 0.49% active; AID 2237;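 active = B-score above 5 SD of library B-scores, and initial fluorescence ratio not above library mean plus 5 SD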;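 also: positive B-score marks a calcium rise read as TRPC4 activation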
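System – HEK293 cells stably co-expressing mouse TRPC4beta and mu-opioid receptor · Signal – Fluo4 calcium-sensitive dye fluorescence, kinetic, 1 Hz baseline · Benchmarks – buffer (low) and maximal DAMGO (high) · Read-out – B score of integrated fluorescence ratio per well · Incubation – dye loading 45 min room temperature, 110 s kinetic read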
TRPC6 inh: mouse TRPC6 channel inhibition; Q61143; HEK293-TRPC6, membrane potential dye, ACh-evoked depolarization; active compounds read low; B-score at 10 µM; 310,000 tested, 1.1% active; AID 2553;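 active = B-score under library mean minus 3 SD, initial fluorescence not abnormally high, positive integrated signal ratio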;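 also: B-score derived from integrated fluorescence ratio over the kinetic read; more negative B-score means stronger inhibition of depolarization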
TRPC6 activator: activates the mouse TRPC6 cation channel | B-score at 10 µM | 310,000 tested, 0.13% active | HEK293-TRPC6 membrane potential dye fluorescence; active compounds read high | AID 2550 | Q61143;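 active = B-score of the integrated fluorescence ratio above library mean plus 3 SD, and starting fluorescence ratio within library mean plus 5 SD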;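 also: higher score means more depolarization so channel activation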
TRPC4 block: TRPC4 (mouse) channel inhibition. Q9QUQ5. HEK293 TRPC4beta/mu-opioid, DAMGO-evoked Fluo4 calcium flux; active compounds read low. B-score at 10 µM. 300,000 tested, 0.39% active. AID 2247;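 active = B-score over 3 SD under the library average, no early fluorescence shift, positive overall ratio signal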
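Assay system: Stable TRPC4beta/mu-opioid receptor HEK293 cells | Reagent: DAMGO in two steps, submaximal then maximal | Compound dosing: Single concentration per test compound | Signal: Fluo4 Ca2+ flux fluorescence | Evaluation: Per-well B score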
ANO1 block: inhibitors of mouse TMEM16A calcium-activated chloride channel; Q8BHY3; HEK293 TMEM16A/YFP iodide influx fluorescence, ionomycin; normalized B-score (activity score, 25-100; higher = stronger inhibition) at 10 µM; 310,000 tested, 1.2% active;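 active = ratio plate-corrected score three or more library SD toward inhibition, starting fluorescence score within five deviations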;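 also: score derived from kinetic fluorescence span divided by baseline fluorescence per well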
The depositor's hits bear a star; i = inactive; x = not tested or not shown.

SMILES	SKKanGAS inh	MrgX1 allo act	MrgX1 agonist	ANO1 block	TRPC4 act	TRPC6 inh	TMEM16A act	TRPC6 activator	TRPC4 potent	MrgX1 antag	TRPC4 block
CN(C)c1ccc(N=Cc2nc(-c3ccccc3)oc2OC(=O)c2cccc(Br)c2)cc1	9	i	i	i	i	i	i	i	i	i	i
Cn1c(C(=O)NCCN2CCN(Cc3ccccc3)CC2)cc2c(=O)n(C)c3ccccc3c21	-2	i	i	i	i	i	i	i	i	i	i
COc1ccc2c(c1OC)C(=O)OC2Nc1ccccn1 (stereo unspecified)	7	i	i	i	i	i	i	i	i	i	i
O=C(Nc1ccc(Cl)cc1)N1CCCN(Cc2ccccc2F)C1	6	i	i	i	i	i	i	i	i	i	i
O=C(NC1CCCC1)c1ccc(Br)s1	-1	i	i	i	i	i	i	i	i	i	i
CN(Cc1ccccc1)C(=O)c1c[nH]c2ccc(S(=O)(=O)N3CCOCC3)cc2c1=O	-6	i	i	i	i	i	i	i	i	i	i
O=C(NCCCNc1ccc(C(F)(F)F)cc1[N+](=O)[O-])c1ccc(Cl)cc1	17	i	i	100*	i	i	i	i	i	i	i
Cc1ccc(C)c(NC(=S)N2CCN(c3cccc(C(F)(F)F)c3)CC2)c1	-4	i	i	i	i	i	i	i	i	i	i
COc1ccc(/C=C/C(=O)N(C)C2(C)CCS(=O)(=O)C2)cc1 (stereo unspecified)	0	i	i	i	i	i	i	i	i	i	i
O=C(Cc1ccccc1F)NC1CCCc2ccccc21 (stereo unspecified)	1	i	i	i	i	i	i	i	i	i	i
CSc1ccc(CN(C)C(C)C(=O)Nc2ccc(F)c(F)c2F)cc1 (stereo unspecified)	8	i	i	i	i	i	i	i	i	i	i
COc1ccc2c(c1)C(=NNC(=O)c1ccccn1)c1cc(OC)ccc1-2	2	i	i	i	i	i	i	i	i	i	i
CC(C)(C)c1ccc(C(=O)Cn2cnnc2C#N)cc1	-7	i	i	i	i	i	i	i	i	i	i
Cc1ccnc(NC(=O)CCCOc2cc(=O)n(C)c3ccccc23)c1	-1	i	i	i	i	i	i	i	i	i	i
CC(C)(C)Cc1nnc(NS(=O)(=O)c2ccccc2)s1	7	i	i	i	i	i	i	i	i	i	i
CC(=O)c1cccc(NC(=O)NCc2ccc3c(c2)OCO3)c1	0	i	i	i	i	i	i	i	i	i	i
Cc1ccc([N+](=O)[O-])c(OCc2ncc(Cl)n2C)c1	2	i	i	i	i	i	i	i	i	i	i
Cn1ccsc1=NC(=O)c1ccc(S(C)(=O)=O)c([N+](=O)[O-])c1	7	i	i	i	i	i	i	i	i	i	i
C[C@]12CCC(=O)C=C1CC[C@@H]1[C@@H]2CC[C@@]2(C)[C@H]1CC[C@@]21CCC(=O)O1	1	i	i	i	i	i	i	i	i	i	i
CC(C)(C)c1ccc(-c2noc(-c3ccc4c(c3)CCO4)n2)cc1	82*	7.4*	i	i	i	i	i	i	i	-5*	i
C=CCNC(=O)c1ccccc1NC(=O)c1ccc(Cl)c(S(=O)(=O)Nc2ccccc2)c1	36	i	i	i	i	i	i	i	i	i	i
CCn1cc(C(=O)OCc2ccc(F)cc2)c(=O)c2ccc(C)nc21	-12	i	i	i	i	-10*	i	i	i	i	i
Cn1c(=O)c2c(ncn2CC(=O)Nc2nnc(Cc3ccccc3)s2)n(C)c1=O	4	i	i	i	i	i	i	i	i	i	i
O[C@@H]1CN(Cc2ccccc2Cl)CC[C@H]1N1CCOCC1	0	i	i	i	i	i	i	i	i	i	i
Cc1cccc(NC(=S)N2CCN(S(=O)(=O)c3cccc(F)c3)CC2)c1	0	i	i	i	i	i	i	i	i	i	x
COc1ccccc1/C=C1\SC(=S)N(CCC(=O)NCCc2ccc(O)cc2)C1=O	23	i	i	i	i	i	i	i	i	i	i
COc1ccc(-c2cc3ccccc3oc2=O)cc1	-1	i	i	i	i	i	i	i	i	i	i
N#CCc1nc2c3c4c(sc3ncn2n1)CCCC4	9	x	x	x	i	i	i	i	i	x	i
O=C1c2ccccc2C(=O)N1CSc1nnc2c3ccccc3n(CCc3ccccc3)c2n1	8	i	i	i	i	i	i	i	i	i	i
O=C(CNC(=O)c1ccc(Br)o1)NNC(=O)c1cccc(Cl)c1	-3	i	i	i	i	i	i	i	i	i	i
CCOC(=O)CNC(=O)COc1coc(CN2CCN(Cc3ccccc3)CC2)cc1=O	0	i	i	i	i	i	i	i	i	i	i
CC1CCN(C(=O)CCc2ccc(S(=O)(=O)NC(C)C)cc2)CC1	0	i	i	i	i	i	i	i	i	i	i
CCN1CCN(C(c2ccc(F)cc2)c2nnnn2Cc2cccs2)CC1 (stereo unspecified)	0	i	i	i	i	i	i	i	i	i	i
Cc1cc(C)c(C(N)=O)c(Nc2ccc(F)cc2)n1	2	i	i	i	i	i	i	i	i	i	i
Nc1nnc(SCC(=O)OCC(=O)Nc2ccccc2F)s1	-1	i	i	i	i	i	i	i	i	i	i
O=C(CSc1nnc(SCc2ccc(Cl)cc2)s1)N/N=C/c1ccc(Cl)cc1Cl	10	i	i	i	i	i	i	i	i	i	i
CCn1c(NCc2ccccc2NS(=O)(=O)c2ccc(C)cc2)nc2ccccc21	-8	i	i	i	i	i	i	i	i	i	i
COCCn1c(SCC(=O)N2CCc3ccccc3C2)nc2ccccc2c1=O	0	i	i	i	i	i	i	i	i	i	-5*
Cc1nc(SCc2cccnc2)[nH]c(=O)c1C	-4	i	i	i	i	i	i	i	i	i	i
O=C(COC(=O)c1ccc[nH]c1=O)Nc1cc(S(=O)(=O)N2CCCCC2)ccc1Cl	-15	i	i	i	i	i	i	i	i	i	i
O=C(CSc1nc2[nH]c(=O)cc(O)c2s1)Nc1cc(Cl)cc(Cl)c1	14	i	i	i	i	i	i	i	i	i	i
O=C(CSc1nnc(-c2ccc3c(c2)OCO3)o1)Nc1ncc(Cl)cc1Cl	7	i	i	i	i	i	i	i	i	i	i
C/C(=C1\SC(N2CCOCC2)=NC1=O)c1ccc(C)cc1	3	i	i	i	i	i	i	i	i	i	i
Cc1nnc(NC(=O)C2CCCN(S(=O)(=O)Cc3ccccc3)C2)s1 (stereo unspecified)	-2	i	i	i	i	i	x	i	i	i	i
CN(NC(=O)c1ccc(Cl)cc1)c1nc(-c2ccccc2)nnc1C(F)(F)F	13	i	i	i	i	i	i	i	i	i	i
c1ccc(N2CCN(c3nc(NCc4ccco4)c4ccccc4n3)CC2)cc1	-2	i	i	i	i	i	i	i	i	i	i
COC(=O)CC(CP(=O)(O)CN(C)C=O)C(=O)OC (stereo unspecified)	4	i	i	i	i	i	i	i	i	i	i
O=C1C=C(NCCNc2c(F)c(F)c(CO)c(F)c2F)CCC1	2	i	i	i	i	i	i	i	i	i	i
O=C(COC(=O)CNC(=O)c1ccc(Cl)cc1Cl)NCC1CCCO1 (stereo unspecified)	-2	i	i	i	i	i	i	i	i	i	i
CCn1c(=O)c2cc(C(=O)N(C)CC(OC)OC)sc2c2ccccc21	-7	i	i	i	i	i	i	i	i	i	i
CC(C)(C)c1cc(OC(=O)c2ccncc2)ccc1O	x	i	i	i	x	x	i	x	x	i	x
COCCNC(=O)C(c1ccc(C)o1)N(C(=O)c1snc(C(N)=O)c1N)c1ccc(C)c(C)c1 (stereo unspecified)	8	i	i	i	i	i	i	i	i	i	i
S=C(NCCC1=CCCCC1)NCc1ccco1	-17	i	i	i	i	i	i	i	i	i	i
CC(=O)Nc1sc(N/N=C\c2ccccc2)nc1-c1cccs1	20	i	i	i	i	i	i	i	i	i	i
CCN1CCN(CCCNC(=O)c2cc3cc4ccc(OC)cc4nc3o2)CC1	4	i	i	i	i	i	i	i	i	i	i
Cc1cc(C)cc(Oc2coc3cc(OC(=O)c4cccs4)ccc3c2=O)c1	18	i	i	i	i	i	i	i	i	i	i

(continued)
SMILES	SKKanGAS inh	MrgX1 allo act	MrgX1 agonist	ANO1 block	TRPC4 act	TRPC6 inh	TMEM16A act	TRPC6 activator	TRPC4 potent	MrgX1 antag	TRPC4 block
OC(COc1ccc(F)cc1Cl)CN1CCc2ccccc2C1 (stereo unspecified)	1	i	i	i	i	i	i	i	i	i	i
O=C(Nc1ccc(O)cc1)c1ccc(NC(=O)C2CCCO2)cc1 (stereo unspecified)	-1	i	i	i	i	i	i	i	i	i	i
Cc1ncoc1C(=O)N1CCc2c([nH]c3ccccc23)C1C1CCCCC1 (stereo unspecified)	-11	i	i	i	i	i	i	i	i	i	i
Cc1cc(OCC(=O)Nn2cnnc2)ccc1Br	3	i	i	i	i	i	i	i	i	i	i
CCCCNC(=S)N/N=C/c1ccc(OCC(=O)Nc2c(C)cc(C)cc2C)c(OC)c1	2	i	i	i	i	i	i	i	i	i	i
Cc1ccnc(-n2c(CCN3C(=O)c4ccccc4C3=O)nc3ccccc3c2=O)c1	7	i	i	i	i	i	i	i	i	i	i
c1ccc(-c2cnnc(N3CCOCC3)n2)cc1	3	i	i	i	i	i	i	i	i	i	i
CCOC(=O)C(/C=C(\C#N)C(=O)OCC)=C(/N)N1CCN(c2ccc(OC)cc2)CC1	-3	i	i	i	i	i	i	i	i	i	i
CCCCN(C)C(=O)Cn1nc(Cc2ccncc2)c2ccccc2c1=O	3	i	i	i	i	i	i	i	i	i	i
CC#CCCCC(=O)Nc1ccc(C(=O)O)cc1	0	i	i	i	i	i	i	i	i	i	i
CSc1cccc(NC(=S)N(CCCN2CCCC(C)C2)Cc2cccs2)c1 (stereo unspecified)	1	i	i	i	i	-8.1*	i	i	i	i	i
Cc1cc(Cl)ccc1C(=O)C1CCCN(C(=O)c2cccc(N3CCCC3=O)c2)C1 (stereo unspecified)	3	i	i	i	i	i	i	i	i	i	i

An unsorted share of the library; any-hit rate near 6.7%.
